Screening data as filed in PubChem.
IkB sig inh: IkB Signaling | ABC-DLBCL IkBa-CBG/CBR dual luciferase ratio, 4 h; response scale: scaled: untreated 0%, proteasome inhibitor 100% | Potency, µM (series often up to 57.1 µM), for the others: at the highest dose IkBa stabilization activation | actives 0.04% (n = 110,000); active means well fitted curve in the direction sought with a large enough effect in the signal ratio, not every such curve was filed as active; inconclusive means small, poorly fitted or top-dose-only effect, or a change in a side signal; the % refers to the signal ratio;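 further: the direction sought is a rising ratio; 0% = basal untreated cells and 100% = reference inhibitor full response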
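Curves were fitted separately to fusion (green), unfused (red) and ratio luminescence, then classed by r2, magnitude and activity. Cells: OCI-Ly3, 4 h compound plus doxycycline at 37C; 10 uM MG-132 defined full response.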
p53ts 32C tox: qHTS Screen for Compounds that Selectively Target Cancer Cells with p53 Mutations: Cytotoxicity of p53ts Cells at the Permissive Temperature. Potency, µM (series often up to 46.1 µM), for inactives: at the highest dose activity change, negative = cytotoxicity, hits mostly cytotoxic. H1299-p53A138V at 32C, ATP luminescence viability, 24 h. actives 0.93% (n = 130,000);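 further: 0% = DMSO and -100% = full killing by reference compound; nearly all actives have a fitted effect of over 55% in size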
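Viability by ATPlite luminescence after 24 h compound treatment (up to 46 uM) at the permissive 32C. Cells are H1299 carrying p53 A138V. Scale runs from DMSO basal to 100 uM tamoxifen as full kill; AC50 from Hill fits.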
Peg3 imprint: qHTS Assay for Compounds that Induce Erasure of Genomic Imprints | mouse ES Peg3-LacZ reporter, beta-gal luminescence, 40 h | Potency, µM (highest dose often 60.7 µM), for inactives: top-dose activity change, positive = activation, actives largely listed as activators | actives 0.02% (n = 110,000) | AID 1948, 2009;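 further: 0% = negative control wells on the plate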
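Each well holds 300 Peg3LacZ-Neo (maternal) female ES cells incubated 40 h at 37C, 5% CO2. LacZ is measured by BetaGlo luminescence, with AC50 and maximum efficacy derived from dose-response curves.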
p53ts 39C tox: qHTS Screen for Compounds that Selectively Target Cancer Cells with p53 Mutations: Cytotoxicity of p53ts Cells at the Nonpermissive Temperature; H1299-p53A138V viability at 39C, ATP luminescence, 24 h; Potency, µM (highest dose often 46.1 µM), for inactives: at the highest dose activity change, negative = cell killing, usual class: cytotoxic; actives 1.5% (n = 130,000); AID 902, 2007; further: nearly all actives have a fitted effect of over 55% in size
Active calls of the source: *; ? = inconclusive; / = not tested or not shown; [ ] = dose if it differs, or a comment. Unless noted, the call rests on the fitted dose curve; in most records, active means well fitted curve in the direction sought with a large enough effect; inconclusive means small, poorly fitted or top-dose-only effect, or another doubt; inactive means no such curve, though single readings can be large; an effect the other way counts as inactive or inconclusive. Unless noted, on the % scale 0 is the no-effect control and ±100 the full control effect; potency means the concentration at half of the fitted maximal effect.

Start of the listing, in advance (3 entries):
No.	Compound	Peg3 imprint	p53ts 32C tox	p53ts 39C tox	IkB sig inh
1	O=C(NCCCN1CCOCC1)C(C(=O)c1ccccc1)n1ccccc1=O (stereo unspecified)	-5%	-5%	-5%	-0.3%
2	CCC(=O)N1c2ccc(S(=O)(=O)NCc3ccc(F)cc3)cc2CC1C (stereo unspecified)	-8%[10.9 µM]	5%	-9%	0.1%
3	O=C(COC(=O)Cc1cn2ccsc2n1)NCc1ccc2c(c1)OCO2	-9%	-5%	1%	-0.4%

All compounds of this part, previewed entries included:
No.	Compound	Peg3 imprint	p53ts 32C tox	p53ts 39C tox	IkB sig inh
1	O=C(NCCCN1CCOCC1)C(C(=O)c1ccccc1)n1ccccc1=O (stereo unspecified)	-5%	-5%	-5%	-0.3%
2	CCC(=O)N1c2ccc(S(=O)(=O)NCc3ccc(F)cc3)cc2CC1C (stereo unspecified)	-8%[10.9 µM]	5%	-9%	0.1%
3	O=C(COC(=O)Cc1cn2ccsc2n1)NCc1ccc2c(c1)OCO2	-9%	-5%	1%	-0.4%
4	O=C(NCCCn1ccnc1)c1noc2c1CCCC2	-10%	0%	1%	3.6%
5	CN1CCN(c2ccccc2NC(=O)Cc2cn(C)c3ccccc23)CC1	-15%	-4%	-1%	-0.4%
6	Cc1cc2c(=O)n(C)c(SCC(=O)c3cc4ccccc4o3)nc2s1	-7%	-3%	-2%	1.4%
7	Cc1ccccc1OCc1nc2ccccc2n1Cc1ccccc1Cl	-15%[10.9 µM]	3%	-22%	?
8	CCS(=O)(=O)N1Cc2ccccc2CC1C(=O)Nc1nc2ccccc2[nH]1 (stereo unspecified)	-8%	-1%	4%	?
9	COc1ccccc1-n1nc(C(=O)Nc2ccc3c(c2)OCO3)c2ccccc2c1=O	-13%	4%	-16%	-2.6%
10	CCc1nc2ccc(C(=O)NCc3cc(OC)ccc3OC)cc2nc1CC	-8%[10.9 µM]	-2%	6%	-1.4%
11	Cn1c(C(=O)OC(C(=O)NC2CCCC2)c2ccncc2)cc2sccc21 (stereo unspecified)	-17%	-5%	-2%	-1.3%
12	O=C(Nc1ccc2nn(-c3ccccc3)nc2c1)c1ccc(Br)o1	-29%	?	-17%	-1.5%
13	Oc1ccccc1-c1nc2ccc(Cl)cn2c1Nc1ccc2c(c1)OCCO2	-6%[10.9 µM]	-12%	21%	-3.3%
14	CCC1(C)C2(C#N)C(N)=NC(OC)(OC)C12C#N (stereo unspecified)	6%	-1%	2%	-1.9%
15	O=C(Nc1ccc2oc(-c3ccccc3)nc2c1)c1ccc2ccccc2c1	-8%[10.9 µM]	-22%	?	-0.2%
16	CCCCOC(=O)c1ccc(NC(=O)c2sc3nc(C)cc(C)c3c2N)cc1	-12%[10.9 µM]	16µM*	?	?
17	CN(C)Cc1nc2ccccc2c(=O)n1Cc1nc(C(C)(C)C)cs1	-27%	37%[activator]	15%	-4.1%
18	COc1ccc(N2C(=O)CS(=O)(=O)C23C(=O)N(Cc2c(F)cccc2Cl)c2ccccc23)cc1 (stereo unspecified)	7%[10.9 µM]	2%	-12%	-1.4%
19	Nc1ccccc1SCc1cn2cccnc2n1	-10%	-8%	-10%	4.7%
20	COc1cccc(C2CC(c3ccccc3)Nc3nc(N)nn32)c1 (stereo unspecified)	-11%	8%	3%	2.2%
21	CCCCC(c1nnnn1CCOC)N1CCN(Cc2ccccc2)CC1 (stereo unspecified)	/	-7%	-7%	/
22	O=c1cc(-c2ccccc2F)oc2ccccc12	/	-16%	-19%	/
23	O=C(Nc1ccccc1N1CCCCC1)c1cccs1	-18%	3%	-2%	0.5%
24	O=C(O)[C@H](Cc1ccccc1)N1C(=O)c2ccccc2C1=O	3%[10.9 µM]	2%[9.22 µM]	7%[9.22 µM]	0.7%[11.4 µM]
25	COCc1nnc(NC(=O)CCc2ccccc2)s1	9%	2%	37%[activator]	3.0%
26	O=C(COc1ccccc1F)N1c2ccccc2CCc2ccccc21	/	9%	-7%	/
27	CCOC(=O)CSc1nc(-c2ccc(OC)cc2)ns1	-50%[inhibitor]	?	?	-6.3%
28	CC(C)C(=O)N(Cc1ccccc1)S(=O)(=O)c1ccc2c(c1)oc(=O)n2C	-7%[10.9 µM]	0%	-6%	?
29	CC(C)(C)n1nnnc1C(c1ccc(Cl)cc1)N1CCSCC1 (stereo unspecified)	/	-5%	3%	/
30	O=C(Cn1ccn(-c2cccc(Cl)c2)c(=O)c1=O)NCCc1ccccc1	-14%[10.9 µM]	-2%	1%	?
31	CCCCOc1ccc(C(=O)NCCc2csc(-c3cccc(F)c3)n2)cc1	-4%[10.9 µM]	-15%	-21%	8.7%
32	Cc1c(Cl)cccc1NC(=O)CSc1ncc(S(=O)(=O)c2ccc(C(C)C)cc2)c(=O)[nH]1	-4%[10.9 µM]	6%	18%	?
33	CCc1cc(C(=O)OC)c(NC(=O)c2cc(Br)cs2)s1	2%	0%	5%	1.2%
34	CC(C)[C@H](NC(=O)c1ccccc1)C(=O)N1CCc2ccccc21	/	25%	7%	/
35	CCOC(=O)C1(O)CSc2nc3sc(C(=O)O)c(C)c3c(=O)n21 (stereo unspecified)	-13%	8%	-9%	8.1%
36	CCc1cnc2c(c1SCC(=O)NCc1ccccc1)c(=O)n(C)c(=O)n2C	16%[10.9 µM]	5%	-8%	5.0%
37	COc1c(C(=O)N2CCCC2)ccc2ccccc12	11%	1%	4%	-0.1%
38	Cc1ccc(N2C(=O)c3n[nH]c(C)c3C2c2ccccc2Cl)cc1 (stereo unspecified)	-15%[10.9 µM]	0%	-8%	-2.0%
39	O=C(CCCNS(=O)(=O)c1cccc2nsnc12)NC1CCCCC1	-10%	-13%	-18%	0.2%
40	c1ccc(C(c2ccccc2)N2CC[C@@]3(CCCNC3)C2)cc1	/	-7%	-13%	0.1%[11.4 µM]
41	COCc1cc(C)nc(Nc2ccccc2C)c1C#N	0%	-3%	0%	-0.1%
42	COc1ccc(NC(=O)c2nnn(CC(=O)Nc3cc(C)cc(C)c3)c2N)c(OC)c1	-9%[10.9 µM]	-1%	2%	-0.8%
43	CCn1c(=N)n(CCO)c2ccccc21	/	2%	14%	-0.1%
44	CCCC/C=C/C(NC(=O)Oc1cccc(C(F)(F)F)c1)c1ccccc1 (stereo unspecified)	-18%	21%	5%	/
45	CCCC(=O)N(c1ccc2oc(=O)sc2c1)S(=O)(=O)c1ccccc1	-49%[inhibitor]	-3%	38%[activator]	1.9%
46	Cc1ccc(N2CCN(C(=O)c3cn(C)c4ccc(S(=O)(=O)N5CCC(C)CC5)cc4c3=O)CC2C)cc1 (stereo unspecified)	-5%[10.9 µM]	30%[activator]	42%[activator]	0.5%
47	O=C(NCc1ccc2c(c1)OCO2)C1CCCN(S(=O)(=O)c2cccnc2)C1 (stereo unspecified)	-5%	7%	5%	2.3%
48	C/C(N)=C(/C#N)C(=O)CSc1ccc2c(c1)OCCO2	-29%	-20%	?	-1.8%
49	COc1ccc(NC(=O)CSc2ncc3c(n2)-c2ccccc2N(Cc2ccc(C)cc2)S3(=O)=O)cc1Cl	-16%[10.9 µM]	-7%	-27%	8.1%
50	CC(=O)N1c2nc(C(C)C)nn2C2(CCCCC2)[C@@H]2CCCC[C@@H]21	9%[10.9 µM]	2%	0%	1.1%
51	COc1ccc2nc3sc(C(=O)N4CCN(C)CC4)cc3cc2c1	-37%[inhibitor]	10%	1%	-2.1%
52	Cc1ccc(CNC(=O)Cn2c(SCC(=O)Nc3ccc(F)cc3)nc3ccccc32)cc1	-14%[10.9 µM]	?	?	?
53	CCc1ccc(Nc2cc(C(=O)NCCCN(C)c3ccccc3)c3ccccc3n2)cc1	-13%[10.9 µM]	-2%	24%	-2.1%
54	CC(=O)Nc1ccc(NC(=O)CCc2c(C)nc3c(c(C)nn3-c3ccc(C)cc3)c2C)cc1	11%[10.9 µM]	-7%	7.9µM*	?
55	Cc1ccc(-c2nnc(SCc3ccccc3C#N)o2)cc1	-36%[inhibitor][10.9 µM]	-30%	-13%	-2.8%
56	O=C(CSc1nc(-c2ccccc2Cl)ns1)Nc1ccc2c(c1)OCO2	/	-3%	14%	/

Five compounds picked at random from the list so far, as already listed:
No.	Compound	Peg3 imprint	p53ts 32C tox	p53ts 39C tox	IkB sig inh
23	O=C(Nc1ccccc1N1CCCCC1)c1cccs1	-18%	3%	-2%	0.5%
8	CCS(=O)(=O)N1Cc2ccccc2CC1C(=O)Nc1nc2ccccc2[nH]1 (stereo unspecified)	-8%	-1%	4%	?
13	Oc1ccccc1-c1nc2ccc(Cl)cn2c1Nc1ccc2c(c1)OCCO2	-6%[10.9 µM]	-12%	21%	-3.3%
34	CC(C)[C@H](NC(=O)c1ccccc1)C(=O)N1CCc2ccccc21	/	25%	7%	/
9	COc1ccccc1-n1nc(C(=O)Nc2ccc3c(c2)OCO3)c2ccccc2c1=O	-13%	4%	-16%	-2.6%

Returning to the listing, starting 2 compounds before the break.
No.	Compound	Peg3 imprint	p53ts 32C tox	p53ts 39C tox	IkB sig inh
55	Cc1ccc(-c2nnc(SCc3ccccc3C#N)o2)cc1	-36%[inhibitor][10.9 µM]	-30%	-13%	-2.8%
56	O=C(CSc1nc(-c2ccccc2Cl)ns1)Nc1ccc2c(c1)OCO2	/	-3%	14%	/
57	CCCCOc1ccc(S(=O)(=O)N2CCN(c3ccccc3OCC)CC2)cc1	-17%[10.9 µM]	2%	7%	?
58	CC(O)c1ccc2c(c1)OCCOCCN(C)CCOCCO2 (stereo unspecified)	/	-8%	-14%	?
59	COc1cccc(NC(=O)C2CCN(c3nnc(C)c4c(C)n(-c5ccccc5)nc34)CC2)c1	-8%[10.9 µM]	9%	4%	?
60	COC(=O)c1cc2oc3ccccc3c2n1Cc1nc(-c2cccc(Cl)c2)oc1C	?	-2%	1%	-1.6%
61	COc1ccc(S(=O)(=O)NC(C)(C)CO)cc1-c1nnc2c3ccccc3c(C)nn12	6%[10.9 µM]	12%	14%	-5.1%
62	CC(CNC(=O)CCn1c(=O)c2cccn2c2ccc(F)cc21)c1ccccc1 (stereo unspecified)	-9%[10.9 µM]	7%	?	?
63	CCOC(=O)c1ccc(NC(=O)Cn2c(=O)cc(C(F)(F)F)c3c(C)nn(C)c32)cc1	-3%[10.9 µM]	-6%	-15%	?
64	O=c1cc(-c2ccc(O)cc2)oc2cccc(O)c12	-76%[inhibitor]	-12%	-13%	/
65	CCCS(=O)(=O)N1CCCC(C(=O)NC(C)c2ccc3c(c2)OCCO3)C1 (stereo unspecified)	3%	2%	-6%	1.0%
66	CCC1CCCCN1CCCNC(=O)c1ccc2c(c1)N(Cc1ccccc1)C(=O)c1ccccc1S2(=O)=O (stereo unspecified)	-16%[10.9 µM]	-5%	-25%	-0.9%
67	CN(c1ccccc1)S(=O)(=O)c1ccc(C(=O)OCC(=O)N2CCOCC2)cc1	-12%	3%	-5%	1.0%
68	O=C(NCc1ccc2c(c1)OCO2)c1ccc(CS(=O)(=O)c2ccc(Br)cc2)o1	-18%	2%	3%	?
69	Cc1ccc(Nc2c3c(nc4nc(-c5cccs5)nn24)CCCC3)cc1F	-11%[10.9 µM]	16%	17%	?
70	O=C1N(Cc2ccc3c(c2)OCO3)c2ccccc2C1(O)c1c[nH]c2ccccc12 (stereo unspecified)	-32%[inhibitor]	5%	6%	?
71	COc1ccc(NC(=O)c2c(C)oc3ccc(O)c(CN4CCN(C)CC4)c23)cc1Cl	-3%[10.9 µM]	-2%	-4%	?
72	CCCNS(=O)(=O)c1ccc(CCC(=O)N2CCOCC2)cc1	7%	0%	2%	0.3%

This is a random part of the collection. Share with any hit: about 1.7%.
